GSIS activator = GLuc luminescence reporter in INS-1E cells, primary screen for activators of glucose-dependent secretion of insulin; 370,000 compounds, 0.61% hits; INS-1E GLuc reporter insulin secretion, 2-3 h; AID 743287, 2014; activation, % at 16.6 µM;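 active means lowest replicate activation of at least 40%, so every replicate reaches that level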;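 further: 0% = median of neutral control wells and 100% = median of IBMX positive control wells; some compounds called inactive have numbers as strong as hits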
PAX8 inh HTS = inhibitors of PAX8-driven TPO luciferase reporter, primary screen, RMG-I cells, single concentration; SteadyGlo, 24 h; AID 652154, 2013; inhibition, % at 12.6 µM; 360,000 compounds, 1.2% hits;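 active means mean replicate inhibition at least 60% with every replicate also reaching 60%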;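 further: luciferase light reporting Pax8 driven TPO promoter activity; plate controls were median of neutral control wells for no effect and mitoxantrone controls for full effect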
Cneo AK release = Cryptococcus neoformans cell lysis inducers, primary screen, AK release luminescence, single concentration; C. neoformans lysis, adenylate kinase release luminescence, 4 h; normalised: neutral wells 0, clomiphene wells 100; lysis activity, % at 15 µM; 360,000 compounds, 0.2% hits; AID 651654, 2012;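 active means mean lysis activity across replicates of at least 80%, whatever share of replicates individually reach that level; inactive means mean lysis activity below 80%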
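Material: C. neoformans cells; Schedule: 4 h static compound exposure, 37 °C, read 1 h post-reagent; Measured by: adenylate kinase release luminescence; Read-out: signal increase indicating cell lysis; Controls: Clomiphene as positive lysis control.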
C2C12 statin = suppressors of statin myotoxicity in C2C12 myotubes, primary screen, cell-based, single point, plate reader | rescue of ATP level, % at 7.49 µM | C2C12 myotubes + simvastatin, ATP luminescence, 48 h; scaled: DMSO 0, geranylgeraniol control 100 | 330,000 compounds, 0.78% hits | AID 602340, 2012;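 active means mean ATP rescue above about 67%, or every replicate alone reaching that limit, limit read from the data, passing the limit was not always enough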;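 further: myotubes were challenged with 10 µM simvastatin during compound exposure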
PGC1a acetyl inh = inhibitors of PGC1a acetylation signal, primary screen, cell-based, U2OS, AlphaScreen, inhibitor mode | AlphaScreen anti-acetyl-lysine; with virally co-expressed GCN5 acetyltransferase | inhibition, % at 15.6 µM | 350,000 compounds, 0.17% hits;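 active means every replicate shows inhibition of at least 40%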;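 further: 0% = neutral control wells and 100% = positive control wells; some results beyond the cut were filed as inactive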
LGR2 antag = inhibitors of bursicon-induced LGR2 CRE-luciferase signal, primary screen, cell-based, HEK293, CRE-luciferase reporter, bursicon stimulation; bursicon-stimulated, 4 h; inhibition, % at 9.99 µM; 380,000 compounds, 0.35% hits;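 active means drop in luminescence signal, shown as inhibition above about 50% in the replicate tests, limit read from the data, passing the limit was not always enough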;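 further: agonist challenge used bursicon conditioned medium at about half maximal strength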
ARNT-TACC3 inh = disruptors of ARNT/TACC3 protein interaction, primary screen, biochemical, AlphaScreen, single concentration; 390,000 compounds, 0.66% hits; AlphaScreen His-ARNT PAS-B/GST-TACC3 binding, luminescence; TACC3 fragment carries E629A point mutation; Transforming acidic coiled-coil-containing protein 3 (Homo sapiens), Q9Y6A5; inhibition, % at 9.99 µM;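 active means mean inhibition of replicates at least 50% and at least half of replicates each reaching 50%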;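 further: 0% = complete ARNT plus TACC3 wells and 100% = ARNT alone without TACC3; many hits fall short of the cut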
PglD inh = C. jejuni PglD acetyltransferase inhibitors, primary screen, biochemical, DTNB colorimetric, single point; UDP-N-acetylbacillosamine N-acetyltransferase PglD (Campylobacter jejuni); purified PglD enzyme, DTNB colorimetric CoA detection; inhibition, % at 12.5 µM; 360,000 compounds, 0.098% hits; AID 602405, 2012; in the data active means inhibition above about 16%, passing the limit was not always enough; further: strong numbers were not always called active
Starred values were filed as active, the others as inactive; . = not tested or not shown. Not a hit list; any-hit rate near 2.9%.

SMILES	GSIS activator	PAX8 inh HTS	Cneo AK release	C2C12 statin	PGC1a acetyl inh	LGR2 antag	ARNT-TACC3 inh	PglD inh
O=C(O)C[C@H]1C=C[C@@H](NC(=O)Nc2cc(F)ccc2F)[C@H](CO)O1	1	-18	51	-2	0	16	-10	7
OC(C[n+]1ccccc1)c1ccccc1 (stereo not drawn)	-3	-4	0	1	-1	-1	3	1
O=C(Nc1cccc(Cl)c1)C1CCCN(S(=O)(=O)c2ccc(F)cc2)C1 (stereo not drawn)	.	.	-1	125*	-11	.	-6	4
C[C@H]1CN([C@@H](C)CO)C(=O)c2cccc(NC(=O)NC3CCCCC3)c2O[C@@H]1CN(C)S(=O)(=O)c1cn(C)cn1	7	.	-2	-15	2	2	7	-4
CCOC(=O)c1c(-c2cccc([N+](=O)[O-])c2)csc1NC(=O)C1CC1	-17	.	3	2	-7	-3	16	0
C[C@@H]1CN([C@@H](C)CO)S(=O)(=O)c2ccc(C#CC3CCCC3)cc2O[C@@H]1CN(C)S(C)(=O)=O	-13	.	-5	-17	-26	6	3	1
O=C(CN(CCc1ccccc1)C(=O)Cn1nnc(-c2cccs2)n1)NCc1ccco1	.	.	1	8	0	.	-26	6
COc1cccc(NC(=O)CCS(=O)(=O)c2cccs2)c1	2	.	-2	5	0	6	-5	5
C[C@@H]1CCCCO[C@@H](CN(C)Cc2ccc(C(=O)O)cc2)[C@@H](C)CN([C@H](C)CO)C(=O)c2cc(NS(=O)(=O)c3ccc(F)cc3)ccc2O1	6	2	-9	.	9	11	-4	-3
O=C(/C=C/c1cc2c(cc1Br)OCO2)NCc1ccc(Cl)cc1	.	.	-8	12	-10	.	16	3
Cc1cc(C)cc(OCC(=O)NNC(=O)c2cc3ccccc3oc2=O)c1	.	-26	3	-11	7	.	-7	-2
COC(=O)CSc1nc2sc3c(c2c(=O)n1-c1ccc(OC)cc1)CCN(C)C3	13	-9	-3	-6	.	1	10	1
O=C1CNCc2[nH]c3ccccc3c2N1c1ccccc1	.	23	1	4	-1	.	5	-3
Cc1ccc2nc(-c3ccc(Cl)cc3)c(Cc3ccccc3C(F)(F)F)n2c1	2	-248	-1	-5	18	-51	.	-5
COc1ccc(C/C(N)=N/n2cnnc2)cc1	7	.	-1	12	-8	6	-11	-2
COc1cccc(S(=O)(=O)N[C@@H]2CC[C@@H](CCn3cc(-c4ccc(F)cc4)nn3)O[C@H]2CO)c1	-5	25	-2	11	-7	-16	37	-1
CN(C)c1ccc(C(c2ccc(N(C)C)cc2)C(O)c2ccccc2)cc1 (stereo not drawn)	7	15	.	.	.	-6	-3	.
COCC(=O)Nc1ccc2c(c1)C(=O)N(C)C[C@H](OC)[C@@H](C)CN(Cc1cncnc1)[C@@H](C)CO2	-2	.	-7	-10	8	-2	-1	0
COc1ccc(OC)c(NC(=O)CSC2=NCCS2)c1	.	.	-1	.	-27	.	-3	1
CNC[C@H]1Oc2ccc(N)cc2C(=O)N([C@@H](C)CO)C[C@@H]1C	14	-8	0	-5	-4	10	.	4
O=C(c1ccc(-c2ccccc2Cl)o1)N1CCC1	14	-147	0	2	.	-51	-2	8
C[C@@H]1CN([C@@H](C)CO)C(=O)c2cccc(NC(=O)Nc3cccc4ccccc34)c2O[C@H]1CN(C)S(C)(=O)=O	2	13	3	-7	-3	17	6	-5
Cc1cccc(NS(=O)(=O)c2cc3c(cc2C)N(C)CCO3)c1	3	4	0	23	-20	1	-11	-6
COc1ccc(C2=CSC3=NCCN23)cc1OC	14	0	-1	8	-12	-4	-1	-3
CC(=O)Nc1ccc(OCC(O)CN2CCN(c3ccc(C)c(Cl)c3)CC2)cc1 (stereo not drawn)	13	.	.	.	2	6	3	.
COc1ccc(/C=C(\CC(=O)O)c2nc3ccccc3s2)cc1O	2	-1	0	-3	.	12	1	-1
COc1ccc(CC(=O)Oc2ccccc2C)cc1	7	-23	-1	7	-1	1	-3	-2
Cc1nc([N+](=O)[O-])c(Br)n1CC(=O)c1cccc([N+](=O)[O-])c1	4	22	.	.	-17	13	3	.
O=C(Cc1ccccc1)N/N=C/c1cccc([N+](=O)[O-])c1	5	-5	.	.	-6	1	2	.
COc1ccc(-n2nnnc2CNC(=O)C(=O)c2c(C)[nH]c3ccccc23)cc1	9	-6	.	.	.	14	3	.

Looked up one by one from the list above (4):
SMILES	GSIS activator	PAX8 inh HTS	Cneo AK release	C2C12 statin	PGC1a acetyl inh	LGR2 antag	ARNT-TACC3 inh	PglD inh
COc1ccc(-n2nnnc2CNC(=O)C(=O)c2c(C)[nH]c3ccccc23)cc1	9	-6	.	.	.	14	3	.
CC(=O)Nc1ccc(OCC(O)CN2CCN(c3ccc(C)c(Cl)c3)CC2)cc1 (stereo not drawn)	13	.	.	.	2	6	3	.
COC(=O)CSc1nc2sc3c(c2c(=O)n1-c1ccc(OC)cc1)CCN(C)C3	13	-9	-3	-6	.	1	10	1
Cc1cc(C)cc(OCC(=O)NNC(=O)c2cc3ccccc3oc2=O)c1	.	-26	3	-11	7	.	-7	-2

Continuation:
SMILES	GSIS activator	PAX8 inh HTS	Cneo AK release	C2C12 statin	PGC1a acetyl inh	LGR2 antag	ARNT-TACC3 inh	PglD inh
CO[C@@H]1CN(C)C(=O)c2cc(NS(C)(=O)=O)ccc2OC[C@H](C)N(C(=O)NC(C)C)C[C@H]1C	6	2	-3	5	2	9	-7	3
O=[N+]([O-])c1cc(Br)c(O)c(C=Nc2ccc(N3CCOCC3)cc2)c1	-18	-14	.	.	-2	8	3	.
NS(=O)(=O)c1cccc(NC(=O)CSc2nnc(-c3ccccc3F)n2C2CC2)c1	12	18	5	4	5	-4	-3	-3
CN(Cc1ccccc1)C(=O)CN1C(=O)NC(C)(c2ccc(Cl)cc2)C1=O (stereo not drawn)	-11	-7	3	-14	-7	-13	-4	-2
CCCS(=O)(=O)NC(=O)C1(C)CCN(C(=O)c2ccnc(Cl)c2)C1 (stereo not drawn)	16	-9	-2	2	-4	0	.	-4
CC1CC(C)CN(CC(=O)Nc2ccc3c(c2)OCCO3)C1 (stereo not drawn)	.	-130	0	-13	-6	.	-3	1
O=C(c1ccccc1)N1CCCC(C(=O)N2CCCCCC2)C1 (stereo not drawn)	.	.	3	-3	10	.	-3	-6
COc1ccccc1NC(=O)N[C@H]1C=C[C@H](CC(=O)NCc2ccc(Cl)c(Cl)c2)O[C@H]1CO	-3	3	-2	5	0	7	5	3
COCCOC(=O)c1c(NC(=O)CN2c3ccccc3CC2C)sc(C(N)=O)c1C (stereo not drawn)	2	21	.	.	.	-4	1	.
N#Cc1ccc(C(=O)OCC(=O)N2CCCC2)cc1	2	-12	0	-5	4	-5	0	-8
CN(CC(=O)Nc1ccc(Cl)cc1)C(=O)c1ccc(COc2ccccc2)cc1	-12	5	-4	-15	12	-10	-6	-2
COC(=O)C1CCN(C(=O)COC(=O)COc2ccc(C#N)cc2)CC1	20	18	.	.	1	-12	-14	.
O=C(OCC(=O)N1CCOCC1)c1cc2ccccc2oc1=O	-15	-2	1	4	2	0	0	1
CC1=CC(C)C(COC(=O)CN2CCCCC2)C(C)C1 (stereo not drawn)	8	-1	.	.	-14	4	-2	.
CC(=O)N1[C@@H]2c3ccc(-c4cccnc4)c(=O)n3C[C@H]1[C@H](CO)[C@H]2C(=O)N1CCc2ccccc2C1	14	3	-4	37	.	-6	-6	0
COc1ccc(CCNC(=O)c2ccc(Cl)c(S(=O)(=O)N(C)c3ccccc3)c2)cc1	-23	12	0	.	.	29	1	-1
O=C(C1=C[C@@H](c2coc3ccccc3c2=O)C[C@@H](OCc2ccc(CO)cc2)O1)N1CCOCC1	0	31	-2	8	.	-3	-5	-5
O=C(C[C@H]1CC[C@@H]2[C@H](COC[C@@H](O)CN2C(=O)c2ccncc2)O1)NC1CCC1	9	-8	4	-43	4	16	-3	0
CCCCC1C2C(=O)N(c3ccc(C)cc3)C(=O)C2ON1c1ccccc1 (stereo not drawn)	-41	-53	0	.	14	-67	.	4
COc1ccc(-c2noc(C(=O)NCc3ccc(F)cc3)n2)cc1OC	4	-8	.	3	-1	-5	34	.
NC(=O)c1cc2cc(Br)ccc2o/c1=N/NC(=O)c1cccc(F)c1	13	3	1	7	12	9	-18	0
CCOC(=O)c1c(NC(=O)CN2C(=O)CN(C)C2=O)sc(C)c1C	3	4	.	.	-4	-19	2	.
COC(=O)Cn1c(SCc2ccccc2)nc2ccccc21	.	.	-1	8	-6	.	3	-6
CCOC(=O)CN1CC23C=CC(O2)C(C(=O)Nc2cc(OC)ccc2OC)C3C1=O (stereo not drawn)	13	-9	-1	-2	2	12	.	-1
N#Cc1ccc(Oc2ncccn2)cc1	2	4	.	.	.	1	0	.
O=C(Cc1cccc([N+](=O)[O-])c1)Nc1ccc(C(=O)N2CCCCC2)cc1	-11	1	10	9	.	8	3	-3
O=C(O)C1CCCCC1C(=O)NCc1ccc2c(c1)OCO2 (stereo not drawn)	76	0	.	.	5	17	-9	.
CCOc1ccc(-n2ccnc2SCC(=O)Nc2nnc(C)s2)cc1	.	.	4	-5	3	.	-5	9
C[C@@H]1CCCCO[C@H](CN(C)C(=O)Nc2ccccc2)[C@@H](C)CN([C@H](C)CO)C(=O)c2cc(NC(=O)Nc3ccc(F)cc3)ccc2O1	-20	-20	-3	.	19	-2	-3	1
CC(=O)N/C(=C\c1ccccc1)C(=O)OCC(=O)c1c(N)n(C)c(=O)n(C)c1=O	13	-2	-3	7	1	18	33	-4
COC(=O)c1cc(NS(=O)(=O)c2ccc(N3CCOCC3)c(NC(C)=O)c2)cc(C(=O)OC)c1	-3	14	0	.	-3	0	1	-7
Cc1ccc(N2CCN(C3=NC(=O)C(Cc4ccccc4)S3)CC2)cc1 (stereo not drawn)	11	6	.	.	.	-8	3	.
CCOC(=O)CCn1cc(F)c(=O)n(Cc2ccccc2)c1=O	.	.	-2	2	-4	.	-4	-1
C[C@@H]1CCCCO[C@@H](CN(C)Cc2ccccc2)[C@H](C)CN([C@H](C)CO)C(=O)c2cc(NC(=O)Nc3ccc(F)cc3)ccc2O1	-6	56	7	.	-29	2	2	-3
O=[N+]([O-])c1cccc(COc2cccc(CN3CCOCC3)c2)c1	9	-15	3	1	10	-38	2	-3
Cc1ccc(N=C2SC(C(=O)Nc3ccc(OC(F)(F)F)cc3)C(N)=C2C(=O)Nc2c(C)cc(C)cc2C)cc1 (stereo not drawn)	-2	21	.	.	.	-3	1	.
CCOC(=O)c1cccc(NC(=O)CN2CCN(c3ccc(OC)cc3)CC2)c1	.	13	0	6	1	.	5	-3
CCCNC(=O)C[C@@H]1CC[C@@H]2[C@@H](COc3ccc(NC(=O)C4CCCC4)cc3C(=O)N2C)O1	-1	0	-1	-13	1	-14	-4	-1
C=CCNC(=O)C1CCC(=O)N1S(=O)(=O)c1ccc(C)cc1 (stereo not drawn)	9	17	2	4	10	5	-1	0
CC(c1nnnn1C1CCCCC1)N(Cc1ccccc1)Cc1cccnc1 (stereo not drawn)	.	.	-22	-13	-13	.	-4	2
C/C(=N/NC(=O)c1ccc(-c2ccccc2)cc1)c1cccc(O)c1	2	-17	2	0	.	-5	-7	2

Bioassay records as filed in PubChem.
